# High-throughput results (PubChem BioAssay)
# S100A4 MyoIIA: blocks human S100A4 binding to myosin IIA peptide; P26447; S100A4/TAMRA-MyoIIA peptide fluorescence polarization; inhibition, % at 10.7 µM; 0.14% of 360,000 active; AID 652163;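 active = mean inhibition of at least 70% across replicates, with every replicate also reaching that level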
#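 Material: human S100A4 monomer with TAMRA-labelled myosin IIA peptide; buffer or medium: HEPES pH 7.2 with CaCl2, KCl, NaCl, DTT, Triton; compound dosing: one concentration per compound; schedule: 5 min incubation before reading; benchmarks: neutral control DMSO, positive control TFP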
# RAD52 anneal inh: RAD52 (human) annealing inhibition; recombinant RAD52 DNA annealing, FRET fluorescence; inhibition, % at 18.7 µM; 0.46% of 360,000 active; AID 651710;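 active = every replicate showing at least 50% inhibition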
# Target sequence (P43351 whole entry, looked up): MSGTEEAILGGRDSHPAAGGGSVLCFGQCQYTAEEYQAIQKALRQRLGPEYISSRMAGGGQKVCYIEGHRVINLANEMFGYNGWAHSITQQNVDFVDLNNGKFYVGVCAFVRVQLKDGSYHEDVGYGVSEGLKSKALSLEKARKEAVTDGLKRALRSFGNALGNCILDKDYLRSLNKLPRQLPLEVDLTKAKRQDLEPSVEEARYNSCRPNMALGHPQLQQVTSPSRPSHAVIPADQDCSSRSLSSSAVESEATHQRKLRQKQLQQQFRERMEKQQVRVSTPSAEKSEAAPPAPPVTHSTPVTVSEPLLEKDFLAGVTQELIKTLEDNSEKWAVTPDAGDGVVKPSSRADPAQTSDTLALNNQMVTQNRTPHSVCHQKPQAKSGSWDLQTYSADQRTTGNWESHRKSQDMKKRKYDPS
# ERp5 inh: ERp5 (human) disulfide isomerase inhibition; 0.05% of 350,000 active; inhibition, % at 9.99 µM; Q15084; ERp5 insulin aggregation, absorbance 650 nm, 90 min;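 active = mean replicate inhibition above about 25%, with every replicate also reaching it, limit read from the data, passing the limit was not always enough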
# E-selectin induc: E-selectin induction on HUVECs; HUVEC E-selectin immunofluorescence imaging; normalized: neutral wells 0, TNF-alpha wells 100; P16581; activation, % at 7.58 µM; 0.37% of 260,000 active; AID 686992;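 active = mean E-selectin-positive cell signal at least 10% of the positive control, reached in at least 60% of replicates, without over 20% cell loss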;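 also: in these data hits start at about 27%; measured in HUVEC primary endothelial cells; signal is the percent of cells scored E-selectin positive by PE staining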
# Target sequence (P16581 whole entry, looked up): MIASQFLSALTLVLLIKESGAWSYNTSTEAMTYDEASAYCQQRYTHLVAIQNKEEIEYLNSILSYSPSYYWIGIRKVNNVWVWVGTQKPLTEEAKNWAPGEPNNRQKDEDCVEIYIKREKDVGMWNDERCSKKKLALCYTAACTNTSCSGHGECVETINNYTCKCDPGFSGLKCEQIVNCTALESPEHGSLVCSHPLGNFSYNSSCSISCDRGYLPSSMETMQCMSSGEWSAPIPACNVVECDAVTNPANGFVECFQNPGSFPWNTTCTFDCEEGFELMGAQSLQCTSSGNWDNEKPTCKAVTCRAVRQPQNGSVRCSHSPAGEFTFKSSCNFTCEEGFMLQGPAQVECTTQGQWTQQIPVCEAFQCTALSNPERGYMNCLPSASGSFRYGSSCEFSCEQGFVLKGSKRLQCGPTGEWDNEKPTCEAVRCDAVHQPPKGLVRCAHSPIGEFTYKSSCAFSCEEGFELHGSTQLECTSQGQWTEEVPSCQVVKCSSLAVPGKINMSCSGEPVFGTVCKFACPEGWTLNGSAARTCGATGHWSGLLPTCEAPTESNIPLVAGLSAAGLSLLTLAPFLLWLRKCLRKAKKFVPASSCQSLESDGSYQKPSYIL
#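 Assay system: HUVEC, human umbilical vein endothelial cells / Amount: 3,000 HUVEC/well / Controls: TNF-alpha positive control, DMSO neutral control / Compound dosing: single concentration / Medium: EGM-2 over gelatin coat / Evaluation: percent E-selectin-positive cells / Signal: immunofluorescence imaging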
# esBAF inh: blocks esBAF chromatin remodeling in mouse ES cells | Bmi1-luciferase knock-in reporter, 24 h; 100% = twice the neutral-well signal | reporter increase, % at 12.5 µM | 2% of 350,000 active; in the data active = activation above about 40%;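 also: 0% = median of the plate's neutral control wells and 100% = double that signal; a rise in the Bmi1 reporter signal indicates esBAF inhibition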
# Xi reactivation: X-chromosome reactivation activator | XiGFP mouse fibroblasts, % GFP-positive cells imaging, 3 d; cells co-treated with 5-aza-dC sensitizer; scaled so ellipticine positive control = 100% | activation, % at 7.58 µM | 0.055% of 360,000 active | AID 743238;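 active = mean normalized replicate activation at least 10% and every replicate at or above 10%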;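 also: 0% = median of on-plate neutral control wells and 100% = ellipticine 6 µM median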
#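 assay system = SV40-immortalized XiGFP fibroblast cells, line 68-5-11 | buffer or medium = DMEM plus 5-aza-dC sensitizer | doses = single-point pinned compound dosing | times = 3-day compound exposure, then 15 min fixation at room temperature | benchmarks = positive control ellipticine, 6 µM final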
# ERAP1 HTS inh: blocks human ERAP1 aminopeptidase activity; recombinant ERAP1, Leu-AMC fluorescence, 60 min; Q9NZ08; 0.15% of 340,000 active; inhibition, % at 10.7 µM; AID 652197;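 active = mean replicate inhibition of at least 30%, or all replicates individually reaching that 30% level; inactive = mean below 30% and not every replicate reaching it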;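 also: 0% = neutral control wells and 100% = L-leucinethiol positive control wells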
# RAD54 inh: blocks human RAD54 Holliday junction branch migration; FAM/BHQ fluorescence; inhibition, % at 10.4 µM; AID 602329; 0.14% of 360,000 active; Q92698;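 active = mean normalized replicate activity at least 40 and at least half of replicates scoring 40 or more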;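 also: 0% = median of neutral control wells and 100% = median of positive control wells; inhibitors cause a drop in the FAM fluorescence signal; in these data hits start at about 50%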
# * marks the source's active call; other numbers are inactive results; . = not tested or not shown.
SMILES,S100A4 MyoIIA,RAD52 anneal inh,ERp5 inh,E-selectin induc,esBAF inh,Xi reactivation,ERAP1 HTS inh,RAD54 inh
CC(C)[C@H](NC(=O)N1CCn2c1nc1ccccc12)C(=O)N1CCCCC1,-2,-6,3,9.0,0,0.1,-5,.
Cc1cc(C)[n+](-c2ccc(F)cc2)c2[nH]c(=O)[nH]c(=O)c12,0,-19,2,.,.,0.2,11,-6
O=C(Nc1ccc(F)cc1)N1[C@H](CO)[C@@H]2c3ccccc3NC[C@@H]21,1,-4,3,0.0,13,-0.1,-1,-1
COc1ccc(NC(=O)Nc2ccc3c(c2)CC(=O)N([C@H](C)CO)C[C@H](C)[C@@H](CN(C)S(=O)(=O)c2ccccc2)O3)cc1,1,14,1,-0.1,-4,0.0,4,.
Cc1cc(C)cc(NC(=O)CSc2nnc(C3CC3)n2CC2CCCO2)c1 (stereo unspecified),2,-14,-2,.,0,0.0,1,8
O=C(Nc1ccccn1)c1sc2cc([N+](=O)[O-])ccc2c1Cl,-5,-6,3,0.8,42*,0.0,-6,8
O=C(CCS(=O)(=O)c1ccc(F)cc1)N1CCOCC1,3,0,4,0.0,13,0.0,-4,4
Cc1ccccc1OCC(=O)Nc1ccc2c(c1)n(C)c(=O)n2C,-2,-10,2,.,.,0.0,0,3
O=C(N[C@H](Cc1ccccc1)C(=O)NCc1ccco1)[C@H]1O[C@@H](n2ccc(=O)[nH]c2=O)[C@H](O)[C@@H]1O,-19,-6,1,0.5,.,0.5,3,.
CC(C)NC(=O)C1(C)CCN1C/C=C/c1ccccc1 (stereo unspecified),0,-7,2,-0.1,6,0.1,1,17
O=C(CC(F)(F)F)N1C[C@H]2[C@@H](c3ccccc31)[C@@H](CO)N2C(=O)C1CCOCC1,3,-2,1,-0.4,0,0.4,6,-3
COC(=O)c1ccc(NC(=S)N2CCN(Cc3ccccc3OC)CC2)cc1,-3,-9,4,.,.,0.0,2,.
CCCCC(=O)OCC(=O)Nc1ccc(SC(F)F)cc1,-2,-50,-5,-0.3,-8,0.4,2,-21
O=C(CSc1nc2nn(-c3ccccc3)c(=O)c-2c2n1CCCCC2)c1ccc(OC(F)F)cc1,5,-15,-1,0.0,2,0.0,-8,2
CCCC(=O)N1CC2(CN(C(=O)CC3CC3)C2)c2c(n(C)c3cc(OC)ccc23)[C@@H]1CO,15,7,7,-0.3,.,0.3,1,.
CCOC(=O)C1=CC[C@@H](c2ccccc2)N(S(=O)(=O)c2ccc(C)cc2)[C@@H]1C#N,-16,-6,-3,-0.1,.,0.0,-4,.
C[C@@H]1CCCCO[C@@H](CN(C)Cc2ccc3c(c2)OCO3)[C@@H](C)CN([C@H](C)CO)C(=O)c2cc(NC(=O)Nc3cccc4ccccc34)ccc2O1,.,.,.,0.1,-1,0.1,.,7
Cc1noc(C)c1NC(=O)N(C)C[C@H]1OCCCC[C@H](C)Oc2ccc(N(C)C)cc2C(=O)N([C@@H](C)CO)C[C@@H]1C,12,-71,0,-0.1,-2,0.0,-1,-16
COCC(=O)N1C[C@@H]2[C@H](c3ccccc31)[C@H](CO)N2Cc1cc(F)ccc1F,-12,-11,-3,0.1,3,-0.1,0,4
CC(C)NC(=O)N(C)C[C@H]1Oc2c(cccc2N(C)C)C(=O)N([C@H](C)CO)C[C@H]1C,2,4,-3,-2.1,-4,0.1,2,-8

# Reprinted at random: two records from the list
SMILES,S100A4 MyoIIA,RAD52 anneal inh,ERp5 inh,E-selectin induc,esBAF inh,Xi reactivation,ERAP1 HTS inh,RAD54 inh
CCCCC(=O)OCC(=O)Nc1ccc(SC(F)F)cc1,-2,-50,-5,-0.3,-8,0.4,2,-21
O=C(CSc1nc2nn(-c3ccccc3)c(=O)c-2c2n1CCCCC2)c1ccc(OC(F)F)cc1,5,-15,-1,0.0,2,0.0,-8,2

# Other results.
SMILES,S100A4 MyoIIA,RAD52 anneal inh,ERp5 inh,E-selectin induc,esBAF inh,Xi reactivation,ERAP1 HTS inh,RAD54 inh
Cc1[nH]c2ccccc2c1C(=O)COC(=O)Cn1cnc2ccccc21,-3,-16,-2,.,.,0.0,0,.
COc1ccc(N(C)S(=O)(=O)c2cccc(C(=O)Nc3ccc(N4CCOCC4)cc3)c2)cc1,-3,-8,1,-0.7,4,0.0,-1,-5
COCCn1c(SCC(N)=O)nc2c(c1=O)SC(C)C2 (stereo unspecified),1,-7,1,-0.5,-11,0.0,3,4
Cc1cc(Nc2ccc(Br)c(C)c2)n2nc(C)nc2n1,4,-8,1,-0.1,-14,0.1,-5,6
O=C1CC(C(=O)Nc2ccc(Br)cc2)S/C(=N\N=C\c2ccco2)N1 (stereo unspecified),-18,-8,2,3.9,.,0.4,4,.
Cc1ccc(Oc2cc(NN3CCCCC3)c([N+](=O)[O-])cc2[N+](=O)[O-])c(Cl)c1,-4,-15,4,-0.1,-9,0.0,0,-5
CC(C)Oc1ccc(C(=O)NC2(C(F)(F)F)N=C3SCCN3C2=O)cc1 (stereo unspecified),14,-3,-2,.,1,.,8,3
C[C@@H]1CCCCO[C@@H](CN(C)C(=O)C2CCCCC2)[C@@H](C)CN([C@@H](C)CO)C(=O)c2cc(NS(=O)(=O)c3ccc(F)cc3)ccc2O1,-4,24,1,-0.1,1,-0.2,3,-7
O=C(Nc1ccc(Cl)cc1)N[C@H]1CC[C@@H](CCn2cc(-c3ccccc3F)nn2)O[C@H]1CO,6,-8,-3,-0.2,-7,0.0,-2,-5
O=C(/C=C/c1cccc([N+](=O)[O-])c1)Nc1ccccc1N1CCOCC1,-1,-3,0,0.2,.,0.7,1,.

# Some of these compounds in order of count of non-hydrogen atoms, highest first:
SMILES,S100A4 MyoIIA,RAD52 anneal inh,ERp5 inh,E-selectin induc,esBAF inh,Xi reactivation,ERAP1 HTS inh,RAD54 inh
C[C@@H]1CCCCO[C@@H](CN(C)Cc2ccc3c(c2)OCO3)[C@@H](C)CN([C@H](C)CO)C(=O)c2cc(NC(=O)Nc3cccc4ccccc34)ccc2O1,.,.,.,0.1,-1,0.1,.,7
C[C@@H]1CCCCO[C@@H](CN(C)C(=O)C2CCCCC2)[C@@H](C)CN([C@@H](C)CO)C(=O)c2cc(NS(=O)(=O)c3ccc(F)cc3)ccc2O1,-4,24,1,-0.1,1,-0.2,3,-7
Cc1noc(C)c1NC(=O)N(C)C[C@H]1OCCCC[C@H](C)Oc2ccc(N(C)C)cc2C(=O)N([C@@H](C)CO)C[C@@H]1C,12,-71,0,-0.1,-2,0.0,-1,-16
O=C(CSc1nc2nn(-c3ccccc3)c(=O)c-2c2n1CCCCC2)c1ccc(OC(F)F)cc1,5,-15,-1,0.0,2,0.0,-8,2
COc1ccc(N(C)S(=O)(=O)c2cccc(C(=O)Nc3ccc(N4CCOCC4)cc3)c2)cc1,-3,-8,1,-0.7,4,0.0,-1,-5
O=C(Nc1ccc(Cl)cc1)N[C@H]1CC[C@@H](CCn2cc(-c3ccccc3F)nn2)O[C@H]1CO,6,-8,-3,-0.2,-7,0.0,-2,-5
CCCC(=O)N1CC2(CN(C(=O)CC3CC3)C2)c2c(n(C)c3cc(OC)ccc23)[C@@H]1CO,15,7,7,-0.3,.,0.3,1,.
CC(C)NC(=O)N(C)C[C@H]1Oc2c(cccc2N(C)C)C(=O)N([C@H](C)CO)C[C@H]1C,2,4,-3,-2.1,-4,0.1,2,-8
CCOC(=O)C1=CC[C@@H](c2ccccc2)N(S(=O)(=O)c2ccc(C)cc2)[C@@H]1C#N,-16,-6,-3,-0.1,.,0.0,-4,.
Cc1ccc(Oc2cc(NN3CCCCC3)c([N+](=O)[O-])cc2[N+](=O)[O-])c(Cl)c1,-4,-15,4,-0.1,-9,0.0,0,-5
Cc1[nH]c2ccccc2c1C(=O)COC(=O)Cn1cnc2ccccc21,-3,-16,-2,.,.,0.0,0,.
O=C1CC(C(=O)Nc2ccc(Br)cc2)S/C(=N\N=C\c2ccco2)N1 (stereo unspecified),-18,-8,2,3.9,.,0.4,4,.
CCCCC(=O)OCC(=O)Nc1ccc(SC(F)F)cc1,-2,-50,-5,-0.3,-8,0.4,2,-21
Cc1cc(Nc2ccc(Br)c(C)c2)n2nc(C)nc2n1,4,-8,1,-0.1,-14,0.1,-5,6

# The listing continues.
SMILES,S100A4 MyoIIA,RAD52 anneal inh,ERp5 inh,E-selectin induc,esBAF inh,Xi reactivation,ERAP1 HTS inh,RAD54 inh
COCCN=c1scc(C)n1/N=C/C1CC2C=CC1C2 (stereo unspecified),-4,-5,-8,2.5,.,-0.2,-2,.
CCOC(=O)c1ccc(NS(=O)(=O)c2c(N)[nH]c(=O)[nH]c2=O)cc1,3,-6,-1,0.2,-11,1.1,3,1
CO[C@@H](CN(C)C(=O)Nc1ccc(Cl)cc1)[C@H](C)CN(Cc1ccccc1Cl)[C@H](C)CO,8,-5,-3,0.1,-3,0.0,-5,2
Cc1noc(C)c1NC(=O)N(C)C[C@@H]1OCCCC[C@H](C)Oc2ccc(NC(=O)c3ccccc3)cc2C(=O)N([C@@H](C)CO)C[C@@H]1C,-32,3,-1,-0.1,-5,0.1,3,-2
COc1ccc(CC(=O)Nc2nc3ccccc3[nH]2)cc1,-6,5,2,.,.,-0.6,-4,.
COc1ccc(NC(=O)/C=C/c2cc(OC)c(OC)c(OC)c2)cn1,-1,-15,-8,2.7,.,0.1,-1,.
O=c1oc(Nc2ccccc2Cl)nc2ccccc12,5,-11,0,.,.,0.0,-2,.
Cc1cccc(C(=O)OC2CCOC2=O)c1C (stereo unspecified),2,-5,3,.,0,0.0,-4,4
CCCN1C[C@H](C)[C@@H](OC)CN(C)C(=O)c2cc(NS(=O)(=O)c3cn(C)cn3)ccc2OC[C@H]1C,12,-7,-4,0.2,-3,0.3,0,-4
O=C1Nc2ccc([N+](=O)[O-])cc2OC1CCN1CCN(Cc2ccccc2)CC1 (stereo unspecified),-7,-50,7,.,.,0.0,-1,.
CCCCCCCCNC(=O)C(CCC(=O)OCc1ccccc1)NC(C)=O (stereo unspecified),1,-7,0,.,-2,.,-2,0
COc1ccc(S(=O)(=O)N[C@H]2CC[C@@H](CC(=O)NCc3ccccc3F)O[C@@H]2CO)cc1,3,-6,-4,-0.5,1,-0.2,-2,-4
CC(C)=CC[N+]1(C)CCCCC1,6,-14,-5,0.4,-5,0.2,-1,.
CCc1nc2ccc(C(=O)NCc3ccc4c(c3)OCO4)cn2c1N(CC)Cc1cccc(Br)c1,-1,-66,-4,-0.3,-3,-0.1,7,0
Cc1nc2scc(C)n2c(=O)c1S(=O)(=O)Nc1ccc(F)cc1,-2,-3,2,.,9,0.1,1,10
Cc1ccc(NC(=O)CN(C)CCOc2ccccc2)c([N+](=O)[O-])c1,-4,-20,6,0.0,1,0.0,-3,-7

# No enrichment for hits; overall some 2.5% were active at least once.
